Rab7 wt modul: modulators of GTP binding to dog Rab7 wildtype GTPase; GST-Rab7 beads, fluorescent GTP binding, flow cytometry; actives lie on both sides; untreated = 100%, excess cold GTP = 0%; GTP binding activity (percent of control), % at 10 µM; 190,000 tested, 0.055% active;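 active = fluorescent GTP binding to Rab7 beads changed by at least 20 points from the 100% baseline, either direction, mostly lower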;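 note: median green fluorescence of bound Bodipy-FL-GTP per Rab7 bead population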
Avidin bead fluor: compound fluoresces at 488/530 nm on avidin beads; compound fluorescence 488/530 nm, flow cytometry; active compounds read high; fluorescence (KMESF) at 10 µM; 220,000 tested, 0.38% active; AID 1775; in the data active = fluorescence above about 47; note: inactives centre near 10
Mcl1-Noxa inh: Mcl-1/Noxa interaction inhibition; inhibition, % at 21.7 µM; TR-FRET Mcl-1/Noxa peptide binding, 2 h; 220,000 tested, 1.5% active; Q07820;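 active = compounds that cut the protein-peptide binding signal by more than 50% relative to plate controls in a single-dose test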;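 note: His-tagged Mcl-1 with rhodamine Noxa BH3 peptide and terbium anti-His antibody; 0% = Mcl-1 plus Noxa peptide wells and 100% = peptide-only wells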
Target sequence (Q07820 whole entry, looked up): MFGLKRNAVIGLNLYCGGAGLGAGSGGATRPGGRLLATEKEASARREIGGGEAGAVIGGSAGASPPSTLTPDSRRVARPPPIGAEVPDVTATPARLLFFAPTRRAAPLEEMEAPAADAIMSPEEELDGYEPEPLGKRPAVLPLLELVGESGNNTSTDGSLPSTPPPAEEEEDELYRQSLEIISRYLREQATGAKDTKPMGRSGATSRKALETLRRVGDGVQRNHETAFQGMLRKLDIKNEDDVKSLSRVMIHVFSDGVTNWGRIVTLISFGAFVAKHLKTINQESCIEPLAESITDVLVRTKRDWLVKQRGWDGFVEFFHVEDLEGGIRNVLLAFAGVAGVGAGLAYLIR
Rab2 wt GTP: changes GTP binding to wildtype dog Rab2A, up or down; GTP binding activity, % at 10 µM; GST-Rab2 wt beads, Bodipy-GTP binding, flow cytometry; P61105; 190,000 tested, 0.19% active;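 active = GTP binding activity at least 20 points away from 100%, either lowered or raised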;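 note: 0% = beads with excess unlabeled GTP and 100% = no-compound control corrected for plate trend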
Rac1 mut GTP: alters GTP binding to activated mutant human Rac1; percent activity (GTP binding), % at 10 µM; 190,000 tested, 0.11% active; GST-Rac1 activated beads, fluorescent GTP binding, flow cytometry; actives lie on both sides; 100% means binding = to untreated wells; P63000;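 active = GTP binding at least 20 percentage points away from the 100% baseline, in either direction, so actives lie on both sides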
Rac1 wt GTP bind: alters GTP binding to wildtype human Rac1; AID 757; 190,000 tested, 0.27% active; GST-Rac1 beads, fluorescent GTP binding, flow cytometry; actives lie on both sides; 0 = cold GTP competed, 100 = untreated; P63000; GTP binding activity (% of control), % at 10 µM;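 active = GTP binding activity at least 20 points away from the 100% control level, either lower or higher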
Pf gamet viab: P. falciparum stage V gametocyte viability inhibition; AID 743093; P. falciparum stage V gametocytes, ATP luminescence, 24 h; inhibition, % at 10.9 µM; 150,000 tested, 0.065% active;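 active = inhibition above the mean plus 3 SD of compounds within the control limits, set per campaign, cut at about 38% in these data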;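 note: 0% = DMSO wells and 100% = medium only without gametocytes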
Cdc42 wt: modulators (inhibitors or activators) of GTP binding to human Cdc42 wildtype; GST-Cdc42 beads, Bodipy-GTP binding, flow cytometry; actives lie on both sides; percent activity (GTP binding), % at 10 µM; AID 761; 190,000 tested, 0.2% active;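 active = percent activity GTP binding at least 20 points away from the 100% baseline, either down as inhibitor or up as activator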;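 note: median bead fluorescence of bound Bodipy-FL-GTP at 100 nM; 0% = excess unlabeled GTP control and 100% = no compound control; below 100% means less GTP binding so inhibitor and above means activator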
Target sequence (P60953 whole entry, looked up): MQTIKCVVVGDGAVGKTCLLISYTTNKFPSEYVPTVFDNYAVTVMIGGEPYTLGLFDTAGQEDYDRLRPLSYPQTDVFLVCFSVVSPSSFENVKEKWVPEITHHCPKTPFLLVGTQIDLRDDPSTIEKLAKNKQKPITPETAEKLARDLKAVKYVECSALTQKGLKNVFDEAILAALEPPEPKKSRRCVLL
ABCB1 block: human ABCB1 inhibition, ABCG2 as counter-screen; AID 1326; inhibition, % at 6.6 µM; CCRF-Adr cells, JC-1 efflux, flow cytometry; 190,000 tested, 0.067% active; in the data active = inhibition above about 40%;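 note: 0% = vehicle and 100% = reference inhibitor; higher value means more JC-1 retained so stronger ABCB1 efflux block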
ABCG2 inh: human ABCG2 inhibition, ABCB1 as counter-screen | Q9UNQ0 | IgMXP3 cells, JC-1 efflux, flow cytometry | inhibition, % at 6.6 µM | 190,000 tested, 0.1% active | AID 1325;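 active = inhibition above 80%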;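 note: 0% = DMSO and 100% = nicardipine control wells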
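material = IgMXP3 (ABCG2) plus far-red-tagged CCRF-Adr (ABCB1) cells | amount = 3 million cells/mL, equal mix of both lines | also added = JC-1 transporter substrate | dosing = one concentration, 6.6 µM final | schedule = 10 min at 25 °C | measured by = flow cytometric JC-1 green MFI at 530 nm | read-out basis = percent efflux inhibition, scaled nicardipine 100% to DMSO 0%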
HRas wt GTP: changes GTP binding to wildtype human HRas | P01112 | GST-Ras wt beads, Bodipy-FL-GTP binding, flow cytometry; actives lie on both sides | GTP binding activity, % at 10 µM | 190,000 tested, 0.14% active;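 active = GTP binding activity at least 20% away from the 100% baseline, either lowered as inhibitor or raised as activator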;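 note: 0% = unlabeled GTP competition control and 100% = no-compound control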
Target sequence (P01112 whole entry, looked up): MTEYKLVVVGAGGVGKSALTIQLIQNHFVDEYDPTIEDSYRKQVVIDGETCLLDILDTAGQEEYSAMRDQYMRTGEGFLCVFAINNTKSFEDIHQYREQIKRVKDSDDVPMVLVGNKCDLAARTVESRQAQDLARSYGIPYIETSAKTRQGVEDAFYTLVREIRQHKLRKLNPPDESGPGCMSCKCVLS
* hit, by the source's call; x = no result given.

SMILES	Rab7 wt modul	Avidin bead fluor	Mcl1-Noxa inh	Rab2 wt GTP	Rac1 mut GTP	Rac1 wt GTP bind	Pf gamet viab	Cdc42 wt	ABCB1 block	ABCG2 inh	HRas wt GTP
COc1ccc(Nc2nc3c(C)cccc3cc2C#N)c(OC)c1	101	5	1	101	102	104	x	102	0.2	3	102
O=C(COc1ccccc1)Nc1ncc2c(n1)CCCC2=O	97	11	-2	99	99	99	x	99	0.8	-1	100
COc1cc(C(=O)c2ccccc2Cl)c([N+](=O)[O-])cc1OC	97	10	12	95	93	98	6	97	1.1	6	94
COc1cc(/C=C/c2cc(OC(C)=O)c3ccccc3n2)c(OC(C)=O)c([N+](=O)[O-])c1	97	21	-1	97	96	103	-2	97	-1.0	49	100
O=c1cc(CN2CCN(C/C=C/c3ccccc3)CC2)c2cc(O)c(-c3ccccc3)cc2o1	101	2	21	99	98	109	-3	104	6.0	12	101
Nc1c(N(CCO)C(=O)/C=C/c2ccco2)c(=O)[nH]c(=O)n1Cc1ccccc1	95	25	-21	93	93	93	-3	92	-0.5	0	90
Cc1noc(C)c1COc1cccc(C(=O)Nc2ccc3c(c2)OCO3)c1	97	13	11	94	95	96	-8	96	1.6	6	94
COC(=O)c1cnn(-c2nc(OC)cc(OC)n2)c1C	99	12	16	100	100	103	-4	100	1.1	37	100
CC(C)C(=O)N1N=C2CCCCC2C1(O)C(F)(F)F (centres undefined)	102	20	0	98	97	98	26	98	-0.7	-3	99
Cc1c(C(=O)O)nnn1-c1ccccc1	93	11	8	98	102	103	20	99	-0.1	-1	99
O=C(NNC(=O)C1CCCO1)c1ccccc1Cl (centres undefined)	103	x	-7	102	100	107	14	103	0.2	1	104
CC1CN(C2CCN(C(=O)c3ccccc3)CC2)CC(C)O1 (centres undefined)	101	4	15	99	97	97	-28	98	-0.1	0	99
CCOc1ccc(Cc2nnc(SCC(=O)c3ccc(OC)cc3)o2)cc1	103	10	-4	104	100	102	-25	101	-0.1	0	103
CC(NC(=O)c1ccc(Br)cc1)c1ccccc1 (centres undefined)	94	5	1	98	100	106	-3	101	0.3	2	98
Cc1ccccc1N1CCN(C(=O)c2ccccc2NC(=O)C2CC=CCC2C(=O)O)CC1 (centres undefined)	99	11	5	100	98	101	x	102	1.3	6	99

One compound at a time, from the list above. Order of values: Rab7 wt modul | Avidin bead fluor | Mcl1-Noxa inh | Rab2 wt GTP | Rac1 mut GTP | Rac1 wt GTP bind | Pf gamet viab | Cdc42 wt | ABCB1 block | ABCG2 inh | HRas wt GTP
CC1CN(C2CCN(C(=O)c3ccccc3)CC2)CC(C)O1 (centres undefined) across the screens: 101 | 4 | 15 | 99 | 97 | 97 | -28 | 98 | -0.1 | 0 | 99
O=C(NNC(=O)C1CCCO1)c1ccccc1Cl (centres undefined) across the screens: 103 | x | -7 | 102 | 100 | 107 | 14 | 103 | 0.2 | 1 | 104
COc1cc(C(=O)c2ccccc2Cl)c([N+](=O)[O-])cc1OC across the screens: 97 | 10 | 12 | 95 | 93 | 98 | 6 | 97 | 1.1 | 6 | 94
COC(=O)c1cnn(-c2nc(OC)cc(OC)n2)c1C across the screens: 99 | 12 | 16 | 100 | 100 | 103 | -4 | 100 | 1.1 | 37 | 100

Next compounds.
SMILES	Rab7 wt modul	Avidin bead fluor	Mcl1-Noxa inh	Rab2 wt GTP	Rac1 mut GTP	Rac1 wt GTP bind	Pf gamet viab	Cdc42 wt	ABCB1 block	ABCG2 inh	HRas wt GTP
COc1ccc(C(=O)NNC(=O)C(=O)NC(C)c2ccccc2)cc1OC (centres undefined)	94	9	13	94	94	97	-22	95	-0.3	-1	95
Cc1ccc(NC(=O)CN(c2ccc(Cl)cc2)S(=O)(=O)c2cc([N+](=O)[O-])ccc2Cl)c(C)c1	94	8	18	95	94	93	5	94	-0.9	-4	93
Cc1noc(NS(=O)(=O)c2ccc(NC(=O)CCn3c(=O)oc4ccccc43)cc2)c1C	98	7	-2	98	97	98	x	100	0.3	0	99
Cn1c(=O)c2cc(NCc3ccccc3)nnc2n(C)c1=O	99	14	-4	104	102	107	x	107	-0.1	7	103
Cc1c(C(N)=O)sc2ncn(CC(=O)N3CCC(C)CC3)c(=O)c12	101	11	-1	102	98	101	x	102	0.1	1	102
Cc1ccc(C(=O)N(Cc2cccnc2)Cc2cc3cc(C)ccc3n3nnnc23)cc1	106	9	9	96	94	100	-15	96	2.3	3	98
O=C(c1ccco1)N1CCN(C(=O)c2ccccc2NS(=O)(=O)c2ccc(F)cc2)CC1	92	8	12	94	93	93	-23	93	1.4	1	93
O=C(CN1CCN(S(=O)(=O)c2ccc(F)cc2)CC1)Nc1ccc2c(c1)OCO2	107	32	-1	110	106	108	4	108	0.5	2	109
COc1cc(OC)cc(C(=O)n2nc(C)cc2C)c1	96	7	8	100	101	104	0	102	0.2	16	101
COc1cc(CCC(=O)OCC(=O)Nc2ccc(C(N)=O)cc2)cc(OC)c1OC	105	12	22	93	92	93	18	92	0.6	1	94
CCOC(=O)c1cc(-c2ccccc2)n(CC(=O)O)c1C	96	14	19	96	95	96	3	99	-0.3	0	96
O=C(CCc1nnc(-c2ccc3c(c2)OCO3)o1)NC(c1ccccn1)C(F)(F)F (centres undefined)	99	11	-11	96	94	97	7	97	0.1	12	95
Cc1ccc(S(=O)(=O)N2CCCCC2)cc1NC(=O)COC(=O)c1c(F)cccc1F	96	11	20	96	94	100	8	96	0.5	7	96
O=C(CN1CCCCC1)Nc1ccc(NC(=O)c2ccc(Cl)cc2)cc1Cl	97	8	-13	98	97	106	x	101	-0.1	0	100
Cc1ccc(N(C)S(=O)(=O)c2cccc(C(=O)Nc3nc4ccccc4[nH]3)c2)cc1	99	4	-78	99	98	102	x	98	0.0	5	99
O=C(CCCc1c[nH]c2ccccc12)N1CCN(S(=O)(=O)c2cccs2)CC1	98	8	16	97	96	98	-53	98	1.0	5	97
CCc1ccc(NC(=O)C(=O)NCCOc2ccccc2Cl)cc1	105	9	4	101	92	101	5	90	-0.2	0	99
CCC(=O)NC(=S)Nc1c(C)cc(Br)cc1C	109	10	-9	103	95	95	-10	94	-0.1	0	96
CCN(CC)S(=O)(=O)c1ccc(N2CCOCC2)c(C(=O)O)c1	101	38	28	101	100	101	x	102	0.5	1	101
Cc1cc(F)ccc1N1CCC(N2CCN(C(C)C)C(CCO)C2)CC1 (centres undefined)	95	7	20	97	97	98	-7	94	1.0	1	95
COc1cc2c(cc1NC(=O)CSc1ccc(Cl)cc1)oc1ccccc12	99	11	-2	97	96	100	14	96	0.4	13	97
COc1ccc(-c2cc3nc(C)c(CCC(=O)NC(C)CCc4ccco4)c(C)n3n2)c(OC)c1 (centres undefined)	102	6	7	104	101	107	x	102	1.2	3	105
CCc1ccc(N(CC(=O)NC)S(C)(=O)=O)cc1	93	14	x	92	93	91	x	99	0.0	0	95
O=C(CCn1c2c(c3ccccc31)CCCC2)NNC(=O)c1cccc([N+](=O)[O-])c1	96	6	13	97	97	99	x	97	0.9	14	96
C[N+]1=C(/C=C/Nc2ccccc2Cl)C(C)(C)c2ccccc21	98	13	31	100	101	100	x	98	1.6	-1	99
O=[N+]([O-])c1cc(/C=N/O)ccc1Oc1ccccc1Cl	96	6	10	89	88	95	-15	87	0.8	6	90
Cc1noc(C)c1C(=O)N1CCCC(C(=O)c2cccc(OC(C)C)c2)C1 (centres undefined)	102	13	-2	99	97	103	10	97	0.9	1	99
CC(NS(=O)(=O)/C=C/c1ccccc1)C(=O)O (centres undefined)	97	5	10	96	99	98	8	96	0.5	4	95
Cc1c(Br)c([N+](=O)[O-])nn1CC(=O)N1CCc2ccccc2C1	100	1	1	99	101	102	-14	104	1.5	4	102
Cc1ccc(Cn2c(SCCN3CCOCC3)nc3c2c(=O)n(C)c(=O)n3C)cc1	102	11	-3	103	101	110	16	103	0.0	0	104
CC1CCN(C(=O)CCCOc2ccc(Cl)cc2)CC1	100	x	-5	99	96	102	x	99	-0.3	-1	97
Cc1cc(C)nc(/N=C(/NC(=O)Nc2cccc(Cl)c2)Nc2ccccc2)n1	97	6	-6	99	99	103	x	97	-0.1	1	96
CN(C)CCn1c(C(=O)Nc2ccccc2)cc2ccccc21	100	37	-5	101	100	105	5	102	1.1	17	103
Cc1ccc(S(=O)(=O)N2CCN(C(=O)CN3C(=O)NC4(CCOc5ccccc54)C3=O)CC2)cc1 (centres undefined)	103	38	-3	102	98	103	x	99	0.5	0	101
COc1ccc(N=CC2=C(O)c3ccccc3C2=O)cc1	96	1	26	99	101	103	x	102	0.3	1	99
Cc1cccc(NCC(=O)N/N=C/c2cccc(Br)c2)c1	95	12	11	92	90	92	12	91	-0.5	-1	91
CSc1ccccc1NC(=O)N1CCC(CO)(CC2CCCCO2)CC1 (centres undefined)	96	11	-6	98	100	101	9	97	0.3	1	100
CCCCCNC(=O)CSC1=N/C(=C\c2ccc(Cl)c(Cl)c2)C(=O)N1CC	96	3	-5	97	97	99	x	100	0.6	4	98
COc1ccccc1N1CCN(CC(=O)c2c(N)n(C)c(=O)n(C)c2=O)CC1	96	7	5	96	97	98	6	97	0.1	1	96
C=CCN(c1ccc(C(=O)NC(C)C)cc1)S(C)(=O)=O	96	2	14	97	99	101	-1	97	-0.1	0	97
CCc1[nH]c(=S)c(C#N)c(-c2ccccc2)c1C(=O)OC	95	4	20	89	95	93	-8	89	x	-4	92
CSc1nc(-c2ccc(Cl)cc2)c(C#N)c(=O)[nH]1	100	10	23	92	88	93	x	92	-0.1	0	93
Cc1cccc(NC(=O)C2CC(=O)N(c3ccccc3)C2)c1C (centres undefined)	102	8	4	101	98	98	7	102	0.2	0	103
CSc1nc(C)cc(OCNC(=O)c2cccs2)n1	101	27	9	101	100	105	x	103	0.6	15	102
Cc1cc(C)c2c(CN3CCN(Cc4ccc5c(c4)OCO5)CC3)cc(=O)oc2c1C	95	39	1	95	92	94	16	91	0.4	0	95
Cc1cc(C)n(-c2nc(Nc3ccccc3C)nc(-n3nc(C)cc3C)n2)n1	99	20	-36	95	96	98	x	96	8.8	6	96
COC(=O)Nc1ccc(Cc2ccncc2)cc1	102	7	6	99	96	97	-1	96	0.7	8	97
COc1cc(SC)ccc1C(=O)Nc1nc(C)cs1	96	10	-7	92	94	97	-11	90	-0.1	0	95
OC1(c2ccccc2F)CCN(Cc2nnnn2CCc2ccccc2)CC1	99	7	-8	98	97	98	x	98	0.1	1	98
O=C(O)c1ccc(CN2CCCCC2)o1	98	27	-2	101	101	105	-4	100	1.1	10	101
Cc1cc(C)nc(SCC(=O)Oc2ccc3oc(=O)cc(C)c3c2)n1	94	9	35	94	96	96	-4	96	0.3	4	96
O=C(CSc1nnc(-c2cccnc2)n1-c1ccc(F)cc1)NCc1ccc2c(c1)OCO2	90	22	7	97	94	99	5	96	0.2	1	95
